Screens as filed in PubChem BioAssay.
LYP phosphatase: PTPN22 lymphoid phosphatase activity blockers – biochemical, fluorescence intensity, uHTS (AID 1779); recombinant LYP phosphatase, fluorescence intensity; higher % means a stronger effect; inhibition, % at 11.5 µM, or IC50 in µM where a hit was titrated; 0.054% of 290,000 active;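 note: plate controls were vehicle with enzyme for no effect and no enzyme for full effect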
NOD2 inhibition: NOD2 signaling inhibitors, cell-based, luminescence, uHTS, HEK293 (AID 1566) | HEK293 NOD2/NF-kB luciferase reporter, luminescence; higher % means a stronger effect | inhibition, % at 4 µM, or EC50 in µM where a hit was titrated | 0.63% of 290,000 active; note: many of its hits are not listed in these tables
ER stress rescue: rescue of cells from ER stress-induced death, primary screen, 384-well, CSM14.1, thapsigargin, ATP luminescence (AID 1222); CSM14.1 thapsigargin-induced death rescue, ATP luminescence; higher % means a stronger effect; cellular ATP content (survival), % at 20 µM, or EC50 in µM where a hit was titrated; 190,000 tested, under 10 active;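 active = EC50 below 50 µM in the dose-response confirmation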;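 note: death triggered by thapsigargin at about 15 µM added after 2 h compound pretreatment; cell ATP read after overnight thapsigargin exposure of roughly 18 to 22 hours; normalized against plate controls of thapsigargin alone and 5% DMSO vehicle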
M17LAP inhibition: P. falciparum M17LAP inhibitors, primary screen, biochemical, fluorogenic H-Leu-NHMec substrate, 1536-well (AID 1619); recombinant M17LAP, H-Leu-NHMec fluorogenic kinetic assay; higher % means a stronger effect; one-dose inhibition, % at 30 µM; IC50 in µM for titrated hits; 0.38% of 220,000 active;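 active = compound inhibiting the enzyme by more than half at any dose during confirmatory dose-response retesting; inconclusive = strong single-dose inhibitors picked by rank but not retested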;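 note: plate controls were full reaction with DMSO carrier for no effect and no enzyme background for full effect; strong numbers were not always called active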
AID2073: disruptors of CaV2.2 binding to Mint1 – biochemical, HTRF (AID 2073) | HTRF protein-protein interaction, Mint1-CaV2.2; higher % means a stronger effect | one-dose inhibition, % at 20 µM; IC50 in µM for titrated hits | 0.19% of 290,000 active; in the data active = inhibition mostly above about 51%, no sharp cut-off; inconclusive = no clear call, values can overlap the other calls; inactive = mostly below about 53%; note: some results filed as inactive read as strong as hits
P. falciparum M1AAP: malaria alanyl aminopeptidase activity blockers – biochemical, fluorogenic H-Leu-NHMec substrate, 1536-well (AID 1445) | recombinant M1AAP, H-Leu-NHMec fluorogenic kinetic assay; higher % means a stronger effect | inhibition, % at 30 µM, or IC50 in µM where a hit was titrated | 0.42% of 220,000 active;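 active = primary inhibition above the hit cutoff, then over 50% inhibition at one or more dose response concentrations, cut at about 23% in these data, passing the limit was not always enough; inconclusive = conflicting primary data, or primary hits not chosen for dose response; inactive = low primary inhibition, or under 50% at every dose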;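 note: plate controls were DMSO full reaction for no effect and no enzyme background for full effect; strong numbers were not always called active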
XIAP antagonists: small molecules displacing peptide from XIAP – biochemical, IAP family, fluorescence polarization (AID 1018); XIAP BIR domain, fluorescence polarization peptide displacement; higher % means a stronger effect; one-dose displacement, % at 20 µM; IC50 in µM for titrated hits; 0.007% of 200,000 active; in the data active = displacement above about 50%; note: a part of the inactive calls stands beside numbers as strong as those of hits
Hep lipid drop: hepatic lipid droplet formation modulation | AML12 mouse hepatocytes, oleate lipid droplets, BODIPY imaging | inhibition, % at 6.5 µM | 0.4% of 240,000 active | AID 1656;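 active = lipid droplet intensity inhibited by at least 50%, with more than 500 cells counted; inconclusive = wells with under 300 cells, treated as cytotoxic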
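Test system: AML12 hepatocytes (mouse); reagent: oleate loading, 100 µM; dosing: one dose, 6.5 µM compound; incubation: overnight exposure; signal: fluorescence imaging, 20x objective, two fields per well; read-out basis: % inhibition of corrected integrated BODIPY droplet signal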
Siah-1 displacement: blockers of Siah-1 interaction with plectin peptide – biochemical, fluorescence polarization, rhodamine-plectin, uHTS, primary screen (AID 1817) | displacement, % at 20 µM, or IC50 in µM where a hit was titrated | Siah-1 / rhodamine-plectin peptide fluorescence polarization; higher % means a stronger effect | 0.02% of 290,000 active;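 active = displacement of at least 50% at 20 µM, with a fluorescence ratio check between 0.3 and a set limit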;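 note: plate controls were Siah plus tracer with DMSO for no effect and tracer alone without Siah for full effect; strong numbers were not always called active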
Hep lipid drop cells 6.5 µM: further read-out of Hep lipid drop, marked with its call; cell count; measured here: cell count, cytotoxicity flag;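 cells counted across two imaged fields per well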
* = called active by the depositor. Cut-off read from the data, not from the text of the source, unless noted: active = inhibition above about 50%; inactive = the rest. Only part of the results is shown; rates above refer to the full screens.

What do the screens show for `O=C(O)c1ccc(S(=O)(=O)N2CCCC2)cc1`?
LYP phosphatase: -1%; NOD2 inhibition: 5%; AID2073: 0%; Hep lipid drop: -7; Siah-1 displacement: 4%; Hep lipid drop cells 6.5 µM: 821

How did Cc1ccc(S(=O)(=O)NNC(=O)Nc2ccc(Cl)cc2)cc1 do in these assays?
LYP phosphatase: -2%; NOD2 inhibition: 5%; ER stress rescue: -1.0%; M17LAP inhibition: 7%; AID2073: -2%; P. falciparum M1AAP: 5%; XIAP antagonists: -4.3%; Hep lipid drop: -21; Siah-1 displacement: -3%; Hep lipid drop cells 6.5 µM: 631

How did O=C(NCCC1=CCCCC1)C1CCN(S(=O)(=O)c2cccs2)CC1 do in these assays?
LYP phosphatase: 0%; NOD2 inhibition: 11%; ER stress rescue: -0.9%; M17LAP inhibition: 12%; AID2073: 12%; P. falciparum M1AAP: inconclusive; XIAP antagonists: 0.2%; Siah-1 displacement: 6%

What do the screens show for `COc1ccc(OC)c(S(=O)(=O)NCCOC23CC4CC(CC(C4)C2)C3)c1`?
LYP phosphatase: 0%; NOD2 inhibition: 10%; ER stress rescue: 2.4%; M17LAP inhibition: -7%; AID2073: -7%; P. falciparum M1AAP: -2%; XIAP antagonists: 1.7%; Hep lipid drop: -6; Siah-1 displacement: 16%; Hep lipid drop cells 6.5 µM: 662

How did Nc1cccc(C(=O)Nc2ccc(N)cc2Cl)c1 do in these assays?
LYP phosphatase: -11%; NOD2 inhibition: -2%; ER stress rescue: -3.3%; M17LAP inhibition: 9%; AID2073: 6%; P. falciparum M1AAP: 12%; XIAP antagonists: -3.0%; Hep lipid drop: -2; Siah-1 displacement: -5%; Hep lipid drop cells 6.5 µM: 758

What do the screens show for `O=C1CCC(=O)N1CNc1cccnc1`?
LYP phosphatase: -1%; NOD2 inhibition: 2%; ER stress rescue: 2.0%; M17LAP inhibition: 4%; AID2073: 3%; P. falciparum M1AAP: 7%; XIAP antagonists: -3.0%; Siah-1 displacement: -3%

How did Cc1c(C=O)n(C)n(-c2ccccc2)c1=O do in these assays?
LYP phosphatase: -7%; NOD2 inhibition: 21%; ER stress rescue: -0.7%; M17LAP inhibition: -13%; AID2073: 2%; P. falciparum M1AAP: 1%; XIAP antagonists: -5.0%; Hep lipid drop: 3; Siah-1 displacement: 25%; Hep lipid drop cells 6.5 µM: 707

What do the screens show for `O=C(OCc1csc(-c2ccccc2)n1)c1ccc(O)cc1`?
LYP phosphatase: 2%; NOD2 inhibition: 4%; ER stress rescue: 0.0%; M17LAP inhibition: -2%; AID2073: 4%; P. falciparum M1AAP: 6%; XIAP antagonists: -2.8%; Hep lipid drop: -5; Siah-1 displacement: 7%; Hep lipid drop cells 6.5 µM: 708

How did C/C(=N\NC(=O)CSc1nc2ccccc2s1)c1cccnc1 do in these assays?
LYP phosphatase: -5%; NOD2 inhibition: 24%; M17LAP inhibition: 2%; AID2073: 0%; P. falciparum M1AAP: -9%; Hep lipid drop: -4; Siah-1 displacement: -4%; Hep lipid drop cells 6.5 µM: 735

What do the screens show for `COc1ccc(-c2c(C#N)c(SCC(N)=O)nc3c2CCCC3)cc1`?
LYP phosphatase: -3%; NOD2 inhibition: 9%; ER stress rescue: -0.4%; M17LAP inhibition: -14%; AID2073: 5%; P. falciparum M1AAP: 7%; XIAP antagonists: -2.8%; Hep lipid drop: 1; Siah-1 displacement: 3%; Hep lipid drop cells 6.5 µM: 719

How did Cc1cc(NC2C3CC4CC(C3)CC2C4)n2ncnc2n1 (stereo not drawn) do in these assays?
LYP phosphatase: -9%; NOD2 inhibition: 11%; ER stress rescue: 1.3%; M17LAP inhibition: 3%; AID2073: inconclusive; P. falciparum M1AAP: -2%; XIAP antagonists: -2.3%; Siah-1 displacement: -2%

How did CCC(C)[C@H](NS(=O)(=O)c1ccc(C)cc1)C(=O)N1CCC(C(=O)N[C@@H](Cc2ccccc2)C(=O)O)CC1 (stereo partly drawn) do in these assays?
LYP phosphatase: -11%; NOD2 inhibition: 8%; AID2073: 4%; Hep lipid drop: 1; Siah-1 displacement: 1%; Hep lipid drop cells 6.5 µM: 734

What do the screens show for `O=C(Nc1ccc2c(c1)OCCO2)C1CCN(c2cnccn2)CC1`?
LYP phosphatase: -5%; NOD2 inhibition: 16%; ER stress rescue: -4.2%; M17LAP inhibition: -2%; AID2073: 3%; P. falciparum M1AAP: 2%; XIAP antagonists: -0.5%; Hep lipid drop: 5; Siah-1 displacement: -1%; Hep lipid drop cells 6.5 µM: 839

Results for CCSc1nnc([C@H](Cc2c[nH]c3ccccc23)NC(=O)OC(C)(C)C)o1 ?
LYP phosphatase: 0%; NOD2 inhibition: 11%; ER stress rescue: -0.3%; M17LAP inhibition: -7%; AID2073: 7%; P. falciparum M1AAP: 6%; XIAP antagonists: -4.2%; Hep lipid drop: -8; Siah-1 displacement: -2%; Hep lipid drop cells 6.5 µM: 706

What do the screens show for `CS(=O)(=O)Nc1cccc(C2=NN(S(=O)(=O)c3ccccc3)C(c3cccs3)C2)c1` (stereo not drawn)?
LYP phosphatase: 2%; NOD2 inhibition: 2%; ER stress rescue: 1.4%; M17LAP inhibition: 6%; AID2073: 0%; P. falciparum M1AAP: 7%; XIAP antagonists: -6.6%; Siah-1 displacement: 4%

Results for C=CCn1c[n+](CC(=O)c2ccc(Br)s2)c2ccccc21 ?
LYP phosphatase: -12%; NOD2 inhibition: 7%; ER stress rescue: -1.5%; M17LAP inhibition: 7%; AID2073: -7%; P. falciparum M1AAP: 2%; XIAP antagonists: -5.0%; Hep lipid drop: -10; Siah-1 displacement: -1%; Hep lipid drop cells 6.5 µM: 724

How did CCc1cc2c(SCC(=O)c3cccs3)ncnc2s1 do in these assays?
LYP phosphatase: 3%; NOD2 inhibition: -16%; ER stress rescue: -1.8%; M17LAP inhibition: -1%; AID2073: -7%; P. falciparum M1AAP: 6%; XIAP antagonists: 0.3%; Hep lipid drop: -8; Siah-1 displacement: 5%; Hep lipid drop cells 6.5 µM: 676

How did CN(CCCC1CCCC1)C(=O)c1cc(COc2c(F)cccc2F)on1 do in these assays?
LYP phosphatase: -2%; NOD2 inhibition: 17%; AID2073: -6%; Hep lipid drop: 5; Siah-1 displacement: 4%; Hep lipid drop cells 6.5 µM: 645

How did CCOC(=O)Cn1c(=N)n(Cc2ccccc2F)c2ccccc21 do in these assays?
LYP phosphatase: 0%; NOD2 inhibition: 0%; ER stress rescue: 2.1%; M17LAP inhibition: -1%; AID2073: 9%; P. falciparum M1AAP: 7%; XIAP antagonists: -6.9%; Hep lipid drop: -2; Siah-1 displacement: 2%; Hep lipid drop cells 6.5 µM: 704

What do the screens show for `Cc1cccc(NC(=O)CSc2nnc([C@H](C)NC(=O)OC(C)(C)C)o2)c1C`?
LYP phosphatase: -12%; NOD2 inhibition: 10%; AID2073: -1%; Hep lipid drop: 17; Siah-1 displacement: 12%; Hep lipid drop cells 6.5 µM: 775

How did COc1ccc(S(=O)(=O)N2CCN(C(=O)c3cc(-c4ccc(C)cc4)n[nH]3)CC2)cc1 do in these assays?
LYP phosphatase: -4%; NOD2 inhibition: 19%; AID2073: 8%; Hep lipid drop: -5; Siah-1 displacement: 8%; Hep lipid drop cells 6.5 µM: 785

What do the screens show for `Cc1cc(C)nc(NC(N)=NC2CCCCC2)n1`?
LYP phosphatase: 4%; NOD2 inhibition: -19%; ER stress rescue: -3.1%; M17LAP inhibition: 2%; AID2073: 4%; P. falciparum M1AAP: -1%; XIAP antagonists: -5.3%; Hep lipid drop: -8; Siah-1 displacement: 1%; Hep lipid drop cells 6.5 µM: 627

Results for Cn1c(C(C#N)C(=O)Cc2cccc3ccccc23)nc2ccccc21 (stereo not drawn) ?
LYP phosphatase: 7%; NOD2 inhibition: 0%; ER stress rescue: -0.2%; M17LAP inhibition: 1%; AID2073: 17%; P. falciparum M1AAP: 6%; XIAP antagonists: -5.8%; Siah-1 displacement: -2%

What do the screens show for `O=C(Cc1ccc2c(c1)CCCC2)Nc1ccc2ccccc2c1`?
LYP phosphatase: 3%; NOD2 inhibition: -93%; ER stress rescue: -1.3%; M17LAP inhibition: -1%; AID2073: -17%; P. falciparum M1AAP: 14%; XIAP antagonists: -13%; Hep lipid drop: 35; Siah-1 displacement: -1%; Hep lipid drop cells 6.5 µM: 697

Results for CCc1nn2c(=O)cc(COc3ccc(/C=C4\C(=N)N5N=C(C)SC5=NC4=O)cc3)nc2s1 ?
LYP phosphatase: 7%; NOD2 inhibition: 9%; ER stress rescue: -0.2%; M17LAP inhibition: 8%; AID2073: 60%*; P. falciparum M1AAP: 7%; XIAP antagonists: -16%; Hep lipid drop: 4; Siah-1 displacement: 14%; Hep lipid drop cells 6.5 µM: 780

How did CCCN1C(=O)c2ccccc2NC1c1cc(OC)c(OC)c(OC)c1 (stereo not drawn) do in these assays?
LYP phosphatase: -4%; NOD2 inhibition: 5%; ER stress rescue: -0.8%; M17LAP inhibition: -64%; AID2073: 12%; P. falciparum M1AAP: 10%; XIAP antagonists: -2.4%; Hep lipid drop: 28; Siah-1 displacement: -1%; Hep lipid drop cells 6.5 µM: 709

What do the screens show for `CCOC(=O)c1c(C)nc2c(c1-c1cc(OC)c(OC)c(OC)c1)C(=O)c1ccccc1-2`?
LYP phosphatase: -7%; NOD2 inhibition: 14%; ER stress rescue: 11%; M17LAP inhibition: -6%; AID2073: -1%; P. falciparum M1AAP: 10%; XIAP antagonists: -3.1%; Hep lipid drop: -4; Siah-1 displacement: -4%; Hep lipid drop cells 6.5 µM: 781

What do the screens show for `CCCCC(=O)Nc1ccc(C(=O)NNC(=O)c2ccco2)cc1`?
LYP phosphatase: -6%; NOD2 inhibition: 13%; ER stress rescue: -1.1%; M17LAP inhibition: -4%; AID2073: 1%; P. falciparum M1AAP: -1%; XIAP antagonists: -2.8%; Siah-1 displacement: 1%

How did NS(=O)(=O)c1ccc(NC(=O)CSc2ccccn2)cc1 do in these assays?
LYP phosphatase: -7%; NOD2 inhibition: -7%; ER stress rescue: -0.7%; M17LAP inhibition: 3%; AID2073: -4%; P. falciparum M1AAP: 11%; XIAP antagonists: -4.4%; Siah-1 displacement: -4%

Results for O=C(Nc1nnc(-c2cccs2)s1)c1cccc(F)c1 ?
LYP phosphatase: -4%; NOD2 inhibition: -51%; ER stress rescue: -0.9%; M17LAP inhibition: 4%; AID2073: 4%; P. falciparum M1AAP: 6%; XIAP antagonists: -11%; Hep lipid drop: 3; Siah-1 displacement: 2%; Hep lipid drop cells 6.5 µM: 686
